Screens: PubChem, National Center for Advancing Translational Sciences (NCATS)
ERG Ets-DNA blk: inhibitors of human ERG Ets domain-DNA interaction; P11308; fluorescence polarization, His-ERG Ets domain / labelled DNA; Potency, µM (doses to about 76.9 µM), inactives show top-dose FP activity, negative = inhibition, usual class: inhibitors; 0.028% of 370,000 active; AID 624246; active means well fitted inhibition curve with a large enough effect in the polarisation, with a control signal flat; inconclusive means small, poorly fitted or top-dose-only effect, or effect the other way, or a change in a side signal; inactive means no such curve, though single readings can be large or run the other way; the % refers to the polarisation;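 further: polarization taken with two DNA probes labelled with fluorescein and Texas red; potency means the concentration at half of the fitted maximal effect; % of control where 0% means no effect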
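His-tagged ERG Ets domain (1 uM in the protein solution; 300mM KCl, 50mM Tris-HCl, 1mM EDTA, 1mM DTT, pH 7.5) received compound, then a probe mix of 5 nM fluorescein-DNA and 100nM Texas-615-DNA. Fluorescence polarization was read for both dyes.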
Tb PGK inh: T. brucei PGK inhibition. P07378. PGK/GAPDH coupled, Kinase-Glo luminescence, 60 min. Potency, µM (doses to about 57.5 µM), for inactives: at the top dose activity change, negative = inhibition, actives largely listed as inhibitors. 0.043% of 380,000 active. AID 602233; further: potency means the concentration at half of the fitted maximal effect; on the % scale 0 is the no-effect control and ±100 the full control effect; nearly all actives have a fitted effect of over 60% in size
Target sequence (P07378 whole entry, looked up): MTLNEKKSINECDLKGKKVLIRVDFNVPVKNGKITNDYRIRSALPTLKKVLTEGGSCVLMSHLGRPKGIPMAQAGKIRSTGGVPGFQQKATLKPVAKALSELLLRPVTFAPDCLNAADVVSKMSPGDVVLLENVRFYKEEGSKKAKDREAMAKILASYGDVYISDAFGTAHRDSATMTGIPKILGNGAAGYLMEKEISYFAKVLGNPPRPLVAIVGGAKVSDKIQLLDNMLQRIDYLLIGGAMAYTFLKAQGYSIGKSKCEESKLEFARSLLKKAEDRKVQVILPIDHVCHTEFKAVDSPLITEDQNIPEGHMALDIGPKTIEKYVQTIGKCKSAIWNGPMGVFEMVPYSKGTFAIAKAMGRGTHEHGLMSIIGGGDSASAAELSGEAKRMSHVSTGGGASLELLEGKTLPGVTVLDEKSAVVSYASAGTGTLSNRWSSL
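Recombinant glycosomal PGK reaction used 1,3-bisphosphoglycerate generated in-well by GAPDH (100nM final) in 100mM TEA pH 7.6, 5mM MgCl2, 0.01% Tween-20. After 60 minutes at room temperature, ATP was read by Kinase-Glo Plus luminescence end-point.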
G9a inh: blocks human histone lysine methyltransferase G9a; Q96KQ7; G9a H3K9 monomethylation, AlphaScreen, 2 h; Potency, µM (top dose mostly 102 µM), without a hit: top-dose activity, negative = inhibition, usual class: inhibitors; 8.8% of 350,000 active; further: potency means the concentration at half of the fitted maximal effect; on the % scale 0 is the no-effect control and ±100 the full control effect; nearly all actives have a fitted effect of over 75% in size
Target sequence (Q96KQ7 913-1193 limits assumed): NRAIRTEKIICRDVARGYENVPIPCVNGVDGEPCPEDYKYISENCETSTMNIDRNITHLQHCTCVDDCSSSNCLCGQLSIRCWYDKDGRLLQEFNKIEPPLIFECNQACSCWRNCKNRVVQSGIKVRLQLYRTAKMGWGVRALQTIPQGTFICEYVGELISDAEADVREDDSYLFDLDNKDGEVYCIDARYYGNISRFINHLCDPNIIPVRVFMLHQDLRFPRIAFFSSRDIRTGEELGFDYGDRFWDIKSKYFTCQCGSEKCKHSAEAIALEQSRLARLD
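Chemiluminescent proximity detection of H3K9 monomethylation, read after 10 min bead incubation in the dark. Reaction: 20 nM G9a, 500 nM biotin-H3K9 peptide, 20 uM SAM cofactor, 2 h, room temperature, following 15 min enzyme-compound preincubation.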
JMJD2A Tudor: JMJD2A Tudor domain (human) inhibition; O75164; AlphaScreen JMJD2A-Tudor / H3K4me3 peptide binding; Potency, µM (doses to about 114 µM), inactives show top-dose activity change, negative = inhibition, most hits filed as inhibitors; 4.4% of 390,000 active; AID 504339; further: potency means the concentration at half of the fitted maximal effect; on the % scale 0 is the no-effect control and ±100 the full control effect; nearly all actives have a fitted effect of over 50% in size
PI4K2A inh: blocks human PI4K2A kinase activity | 0.13% of 420,000 active | activity change, negative = inhibition, % at 76.9 µM | AID 1346378 | purified PI4K2A, ADP-Glo luminescence, 1 h; stronger effect = lower value; in the data active means activity change below about -50%; inconclusive means mostly about -30% to -49%;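 further: -100% = wells without enzyme as full effect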
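Compounds are screened against recombinant PI4K2A using PI as substrate and ATP, the latter dispensed at 300 microM. Reactions run one hour at ambient temperature before ADP-Glo detection; full inhibition defined by wells lacking enzyme.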
HP1b chromo inh: HP1-beta chromodomain-methylated histone interaction inhibition; P83916; AlphaScreen HP1-beta / biotin-H3K9me3 peptide binding; Potency, µM (titrated, usually from 114 µM), for the others: at the top dose activity change, negative = inhibition, actives largely listed as inhibitors; 0.56% of 390,000 active; further: potency means the concentration at half of the fitted maximal effect; nearly all actives have a fitted effect of over 70% in size; inactives centre near 23
Target sequence (P83916 whole entry, looked up): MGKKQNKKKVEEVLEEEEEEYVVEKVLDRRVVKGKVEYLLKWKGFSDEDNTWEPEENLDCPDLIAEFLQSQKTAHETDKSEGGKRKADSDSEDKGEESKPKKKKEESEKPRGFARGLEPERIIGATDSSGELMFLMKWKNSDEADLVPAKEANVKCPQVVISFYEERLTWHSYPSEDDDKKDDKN
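HP1-beta protein (50 nM final) preincubated 30 min at room temperature with biotinylated H3(1-18)K9me3 peptide (50 nM) in PBS pH 7.4, 0.01% Tween-20, then compound added for 30 min. AlphaScreen streptavidin donor/nickel chelate acceptor beads (10 ug/mL final), 30 min dark, luminescence read.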
Pin1 inh: blocks the human prolyl isomerase Pin1; Potency, µM (highest dose often 115 µM), for inactives: at the top dose activity, negative = inhibition, hits mostly inhibitors; 0.009% of 390,000 active; AID 504891; Pin1 FP peptide displacement, HiFluor488, 10 min; active means well fitted inhibition curve with a large enough effect in the polarisation, with a control signal flat, not every such curve was filed as active; inconclusive means small, poorly fitted or top-dose-only effect, or effect the other way, or a change in a side signal; inactive means no such curve, though single readings can be large or run the other way; the % refers to the polarisation; further: potency means the concentration at half of the fitted maximal effect; on the % scale 0 is the no-effect control and ±100 the full control effect
Target sequence (Q13526 whole entry, looked up): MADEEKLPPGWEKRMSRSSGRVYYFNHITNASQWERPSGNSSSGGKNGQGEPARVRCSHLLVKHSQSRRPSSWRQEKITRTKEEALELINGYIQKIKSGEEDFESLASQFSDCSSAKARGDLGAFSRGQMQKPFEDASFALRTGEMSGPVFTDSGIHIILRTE
GLS inh: inhibitors of human glutaminase (GLS). GLS enzymatic activity, qHTS titration. Potency, µM (doses to about 45.5 µM), for the others: at the top dose activity change, negative = inhibition, usual class: inhibitors. O94925. 0.21% of 410,000 active. AID 624170; further: potency means the concentration at half of the fitted maximal effect; on the % scale 0 is the no-effect control and ±100 the full control effect
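Enzyme dispensed in phosphate buffer (45 mM, pH 8.2, 0.02% Tween-20), compounds pinned in, then 1 mM L-glutamine solution and the glutamate oxidase–HRP–Amplex Red mix added; fluorescence read immediately and again after 30 min at room temperature.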
BAZ2B inh: BAZ2B (human) inhibition; Potency, µM (top dose mostly 114 µM), inactives show at the highest dose activity change, negative = inhibition, actives largely listed as inhibitors; AlphaScreen BAZ2B-H3K14Ac peptide displacement; AID 504333; 4.4% of 360,000 active; Q9UIF8; further: potency means the concentration at half of the fitted maximal effect; on the % scale 0 is the no-effect control and ±100 the full control effect; nearly all actives have a fitted effect of over 60% in size
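Multi-concentration screen (max 110 uM) measuring displacement of acetylated histone H3 peptide from BAZ2B by AlphaScreen, using 50 nM protein, 50 nM peptide and 10 ug/mL streptavidin donor plus Ni-chelate acceptor beads.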
* hit, by the source's call; i = inactive; ? = inconclusive; / = not tested or not shown; [ ] = remark or other dose. Unless noted, the call rests on the fitted dose curve; in most records, active means well fitted curve in the direction sought with a large enough effect; inconclusive means small, poorly fitted or top-dose-only effect, or another doubt; inactive means no such curve, though single readings can be large; an effect the other way counts as inactive or inconclusive.

ERG Ets-DNA blk	Tb PGK inh	G9a inh	JMJD2A Tudor	PI4K2A inh	HP1b chromo inh	SMILES	Pin1 inh	GLS inh	BAZ2B inh
-7%	-1%	?	-5%	4	20%	O=C(O)c1cc(S(=O)(=O)Nc2cccc(S(=O)(=O)N3CCCC3)c2)ccc1Cl	-19%	12%	13%
5%	-4%	3%[59 µM]	-13%	4	76%[activator]	CCNC(=O)C1Cc2cc(S(=O)(=O)N3CCCC3)ccc2N1C(C)=O (centres undefined)	-5%	2%	-3%
-5%	6%	19%	-1%	-20	4%	COc1ccc(S(=O)(=O)N2CCC(C(=O)N3CCCC3)CC2)cc1C	0%	9%	-1%
?	i	/	-8%	-2	22%[57 µM]	C=CCc1cc(CN2CC(C)OC(C)C2)c(O)c(OC)c1 (centres undefined)	-3%	6%	/
-4%	/	12%[59 µM]	-17%	-3	31%	CCCSc1ncc(Cl)c(C(=O)Nc2ccc(OC)cc2OC)n1	1%	2%	-3%
15%	3%	-5%[59 µM]	7%	0	37%	CCOC(=O)c1c(NC(=O)c2cc(-c3ccccc3)on2)sc2c1CCCC2	2%	1%	8%
-4%	2%	?	?	2	4%	N#CC1=C(SCC(=O)c2ccc(Cl)cc2)NC2=C(C(=O)CCC2)C1c1ccco1 (centres undefined)	29%	16%	?
1%	4%	?	-13%	7	13%	CCOC(=O)C(NC(=O)Nc1ncccn1)(Oc1ccccc1)C(F)(F)F (centres undefined)	1%	30%	3%
2%	-8%	-29%[59 µM]	-30%	3	11%	CC1CCCCN1C(=O)c1ccc2c(c1)N(Cc1ccc(F)cc1)C(=O)c1ccccc1S2(=O)=O (centres undefined)	6%	?	-15%
3%	4%	-46%	-18%	2	26%	Cc1ccc(C2=[N+]([O-])C(C)(C)CC2)cc1	-1%	-1%	-15%
-2%	-4%	?	?	-1	-16%	O=S(=O)(Nc1cc(F)ccc1F)c1ccc2[nH]c3c(c2c1)CCCC3	1%	17%	?
1%	-1%	3%[59 µM]	1%	-1	32%[activator]	CCn1c(SCC(=O)N2CCN(c3ccc(F)cc3)CC2)nnc1-c1ccncc1	-1%	6%	12%
45%[activator]	-2%	?	-19%	-18	26%	O=C1CCCC(=O)N1c1ccc(NCCOCCO)c([N+](=O)[O-])c1	4%	-33%	-1%
0%	2%	14%	-13%	3	27%	CCOc1ccc(/C=N/NC(=O)Cc2cccs2)cc1	-4%	0%	-6%
1%	3%	?	3%	5	32%[activator]	CCOC(=O)C(=O)NNc1ccc(Cl)cc1	-6%	-12%	-2%
6%	/	10%[59 µM]	2%	6	32%[activator]	COc1cc(OC)cc(-c2nc(-c3ccc(Br)cc3)no2)c1	5%	-4%	3%
7%	2%	/	-11%	-3	44%[activator]	CCN1C(=O)N[C@@H](c2cccc(C(F)(F)F)c2)C(C(C)=O)=C1C	-3%	-4%	/
7%	i	-5%[59 µM]	-18%	1	9%	CC(C)(C)c1ccc(C(=O)NC2(C(F)(F)F)NC(=O)N(CCc3ccccc3)C2=O)cc1 (centres undefined)	-4%	2%	-27%
-1%	4%	10µM*	50µM*	-4	?	Cc1ccc(NC(=O)N2CC3CCCN3c3ccccc32)cc1C (centres undefined)	5%	24%	25µM*
-1%	-6%	/	-20%	-1	2%	COC(=O)c1ccc(CN2CCC(Oc3cccc(C(=O)N4CCCC4)c3)CC2)cc1	-1%	3%	/
-6%	9%	85%[activator]	62%[activator]	-1	94%[activator]	Cc1nc(CSc2ccc(Br)cc2)cs1	0%	5%	44%[activator]
-3%	0%	2%	-7%	2	64%[activator]	CCOC(=O)N1CCN(c2c(Nc3cc(C)[nH]n3)c(=O)c2=O)CC1	-3%	16%	-4%
-1%	0%	87%[activator]	-11%	0	41%[activator]	COc1ccc(-c2[nH]ncc2/C=N/NC(=O)c2ccncc2)c(OC)c1	-3%	-3%	2%
2%	-6%	/	-8%	3	20%	CN(c1ccc(OCC(=O)Nc2ccccc2C(=O)O)cc1)S(=O)(=O)c1ccc(Cl)cc1	-5%	7%	/
1%	4%	-6%[0.501 µM]	-7%	5	14%	O=C(CC1SC(N2CCCCC2)=NC1=O)Nc1cccc(C(F)(F)F)c1 (centres undefined)	0%	7%	-38%
-4%	-1%	26%[59 µM]	-18%	-4	10%	O=C(N/N=C/c1ccc(Br)cc1)c1ccc(F)cc1	3%	13%	4%
-7%	-3%	85%[activator][59 µM]	16%	0	64%[activator]	Cc1cccc(C2=NN(c3ccccc3)[C@@H](C(=O)N3CCOC3=O)[C@@H]2c2ccc(Cl)cc2)c1	?	0%	/
5%	7%	/	-7%	1	27%	CCCCN(C(=O)c1cccc(-c2ccc(OC(C)=O)cc2)c1)c1c(N)n(CCC)c(=O)[nH]c1=O	1%	1%	/
-5%	-9%	?	1%[57.1 µM]	-2	48%[activator]	CCN1CCN(C(=O)c2ccc(CN(c3ccc(C)c(C)c3)S(C)(=O)=O)cc2)CC1	1%	-12%	-2%
-1%	-2%	?	-29%	0	39%	Cn1cc(C(=O)N/N=C/c2c(O)ccc3ccccc23)ccc1=O	48%[activator]	-2%	?
-14%	-11%	-5%	-21%	4	36%	O=C(NCc1ccccn1)c1nnc(Cc2ccc(Cl)cc2)o1	-7%	2%	4%
1%	-3%	8%	-21%	6	30%	O=C(CN1C(=O)CCSc2ccc(S(=O)(=O)N3CCCC3)cc21)NCc1ccccc1Cl	4%	-1%	-4%
5%	-5%	13%[59 µM]	-26%	-2	25%	CN(Cc1ccccc1)C(=O)c1c[nH]c2ccc(S(=O)(=O)Nc3ccccc3F)cc2c1=O	2%	-16%	/
6%	-1%	/	-28%	-3	5%	COc1ccc(NC(=O)N(C)C[C@H]2Oc3c(NC(=O)Nc4ccc5c(c4)OCO5)cccc3C(=O)N([C@H](C)CO)C[C@@H]2C)cc1	1%	15%	/
5%	-6%	-2%	-25%	3	20%	COc1ccc(NC(=O)C(c2ccccc2)N2CCN(c3ccccn3)CC2)cc1Cl (centres undefined)	4%	0%	-29%
-9%	-4%	?	-11%	-7	2%	Oc1ccc(-c2nccc(-c3ccc(F)cc3)n2)cc1	-2%	6%	?
-5%	i	-6%	-18%	-3	25%	COCCCNC(=S)N1CCCC(c2nc3cc(C)c(C)cc3[nH]2)C1 (centres undefined)	0%	-8%	-20%
8%	0%	?	-23%	4	14%	Cc1ccc(N2CCC(N3CCN(C)C(CCO)C3)CC2)cc1 (centres undefined)	-1%	27%	-3%
-9%	0%	/	18µM*	1	?	COc1ccc([C@H]2/C=C\CN(Cc3ccc(N(C)C)cc3)[C@@H](C)C(=O)N2Cc2ccc(F)cc2)cc1	-12%	38%[activator]	/
-3%	-6%	8%[59 µM]	-4%	-3	43%[activator]	Cc1ccc(CNC(=O)Cc2c(C)c3cc4c(C)coc4cc3oc2=O)cc1	12%	-1%	-2%
-2%	19%	2%	3%	10	42%[activator]	O=C(Cc1ccccc1)N1CCCC1c1ccccc1 (centres undefined)	-1%	-7%	0%
4%	-5%	-23%	?	-2	-11%	CCOC(=O)/C(C#N)=C/c1c(N2CCN(c3ccccc3)CC2)nc2c(C)cccn2c1=O	?	3%	-33%
5%	i	1%	1%	-15	10%	CCCCNCC(O)(c1ccc(Cl)cc1)c1ccc(Cl)cc1	-3%	0%	2%
0%	-9%	?	-23%	-3	-1%	COc1ccc(C(=O)/C=C/c2ccc(OC(=O)c3cc(OC)c(OC)c(OC)c3)cc2)cc1	-1%	2%	-29%
2%	-5%	/	-14%	-2	25%	COc1ccc(-c2ccc(OC)c(OC)c2OC)c(OC)c1OC	-4%	3%	/
-15%	-4%	32%	-3%	12	28%	CN1CCCN(C(=O)CSc2ccccc2)CC1	9%	2%	11%
3%	-4%	12%[12.7 µM]	71%[activator]	2	102%[activator]	O=C(c1ccc(-c2ccccc2Cl)o1)N1CCCC(C(F)(F)F)C1 (centres undefined)	4%	-1%	?
-7%	-3%	1%[59 µM]	6%	4	14%	CC(C)=CCCC(C)NC(=O)NC1CCCCC1 (centres undefined)	-3%	12%	-4%
2%	-11%	/	-19%	1	25%	CN1Cc2c(N3CCOCC3)nc3sc(C#N)c(N)c3c2CC1(C)C	-5%	8%	-8%
14%	-5%	-26%	5%	0	34%	CN1CCN(NC(=O)c2cccc(C(F)(F)F)c2)CC1	-8%	-18%	-21%
12%	-10%	-2%[59 µM]	2%	2	30%	CC(C)c1nc(SCC(=O)Nc2cccc(C(F)(F)F)c2)c2c(=O)n(C)c(=O)n(C)c2n1	4%	-11%	-5%
-7%	8%	40%[activator][59 µM]	-3%	2	25%	O=C(CSc1c[nH]c2ccccc12)NCC1CCCO1 (centres undefined)	-6%	18%	47%[activator]
-3%	3%	?	-22%	-2	16%	COc1ccc(-c2nnc3n(CCc4ccccc4)c(=O)c4ccccc4n23)c(OC)c1	-3%	0%	-2%

Random excerpt: two entries already listed
ERG Ets-DNA blk	Tb PGK inh	G9a inh	JMJD2A Tudor	PI4K2A inh	HP1b chromo inh	SMILES	Pin1 inh	GLS inh	BAZ2B inh
2%	-5%	/	-14%	-2	25%	COc1ccc(-c2ccc(OC)c(OC)c2OC)c(OC)c1OC	-4%	3%	/
-7%	-3%	1%[59 µM]	6%	4	14%	CC(C)=CCCC(C)NC(=O)NC1CCCCC1 (centres undefined)	-3%	12%	-4%
